DNA Pol III inh = inhibitors of bacterial DNA polymerase III holoenzyme | Potency, µM (titrated, usually from 57.1 µM), for the others: top-dose activity change, negative = inhibition | reconstituted DNA polymerase III holoenzyme replication, biochemical | 0.25% of 71,000 active | AID 603; note: potency is the fitted concentration of half-maximal effect; % is set by controls: 0 for no effect and ±100 for the full control effect
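Reconstituted *E. coli* holoenzyme (0.35 nM Pol III, 1 nM beta, 154 nM SSB, 2 nM primase) was preincubated with compound for 15 min at RT. Synthesis on 1.4 nM ssM13Gori ran 35 min, then was stopped with PicoGreen/EDTA and read as dsDNA fluorescence.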
Ub-GFP proteasome = inhibits proteasome, raising ubiquitin-GFP reporter fluorescence; Ubiquitin-GFP reporter cells, proteasome inhibition, GFP fluorescence; response scale: untreated = 0%, 10 µM MG-132 = 100%; Potency, µM (doses to about 45.9 µM), without a hit: at the highest dose activation (GFP accumulation), most hits filed as activators; 67,000 tested, under 10 active; active = well fitted activation curve with a large enough effect, not every such curve was filed as active; inconclusive = small, poorly fitted or top-dose-only effect, or another doubt; inactive = no such curve, though single readings can be large or run the other way; note: potency is the fitted concentration of half-maximal effect
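Reporter cells (U2OS, ubiquitin-G76V-GFP fusion) are plated overnight, then treated 4 hr at 37 °C with compound titrations from 46 uM down to 2.9 nM. Activity is scaled against untreated cells and 10 uM MG-132.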
Hsp90 Hop PPI = changes Hsp90-Hop TPR2A binding signal, up or down; AlphaScreen TPR2A-His6 binding biotin-Hsp90 C-terminal peptide; Potency, µM (doses to about 57 µM), inactives show at the top dose activity change, negative = inhibition; 0.44% of 71,000 active; AID 595; active = well fitted curve in either direction with a large enough effect; inconclusive = small, poorly fitted or top-dose-only effect, or another doubt; note: potency is the fitted concentration of half-maximal effect; % is set by controls: 0 for no effect and ±100 for the full control effect; many of its hits are not listed in these tables
CRE Fsk mod = modulators of forskolin-stimulated CRE signaling in CHO cells; CHO CRE-bla reporter (cAMP response element driving beta-lactamase), forskolin EC10, beta-lactamase ratio; 2.5% of 71,000 active; Potency, µM (series often up to 38.2 µM), for inactives: at the top dose activity change, negative = inhibition, most hits filed as activators; active = well fitted activation curve with a large enough effect in the signal ratio, with a control signal flat, not every such curve was filed as active; inconclusive = small, poorly fitted or top-dose-only effect, or effect the other way, or a change in a side signal; the % refers to the signal ratio; note: potency is the fitted concentration of half-maximal effect; % of control where 0% means no effect
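CHO CRE-bla cells, overnight plating in Opti-MEM with 0.5% dialyzed FBS; cpd titration + EC10 NKH 477, 3 h 37 °C; CCF4 2 h RT; ex 405/em 460 vs 530 ratio → %Activity, AC50.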
ALOX15 inhib = inhibitors of human 15-lipoxygenase (ALOX15); P16050; purified 15hLO-1, xylenol orange hydroperoxide absorbance; Potency, µM (series often up to 57.1 µM), inactives show at the top dose activity change, negative = inhibition, hits mostly inhibitors; 1.4% of 74,000 active; note: potency is the fitted concentration of half-maximal effect; % is set by controls: 0 for no effect and ±100 for the full control effect; nearly all actives have a fitted effect of over 55% in size
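Quantitative HTS in 25 mM Hepes pH 7.5 containing 0.01% Triton X-100: human 15hLO-1 at 40 nM, arachidonic acid at 50 uM, 6 min turnover. Product quantified via ferrous oxidation/xylenol orange, 573:405 nm absorbance ratio.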
BRCT PPI red = BRCT-phosphoprotein interaction inhibition (red fluorophore); P38398; BRCT-phosphopeptide binding, red fluorescence polarization; Potency, µM (titrated, usually from 76.9 µM), for inactives: at the highest dose activity change, negative = inhibition, usual class: inhibitors; 0.03% of 75,000 active; note: % is set by controls: 0 for no effect and ±100 for the full control effect
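Fluorescence polarization: 100 nM His-tagged BRCA1 BRCT with 100 nM TAMRA-labelled phospho-BACH1 decapeptide, phosphate buffer pH 7.3 with 150 mM NaCl, DTT, 0.01% Tween 20; 12 min RT. Binding inhibition seen as FP decrease.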
HBB splicing = modulators of hemoglobin beta chain splicing | HBB splicing reporter cell assay, activation; EGFP reporter with mutant IVS2-654 intron; response scale: normalised to 500 nM splice-correcting PNA | Potency, µM (series often up to 46.1 µM), for the others: top-dose activation, most hits filed as activators | 0.06% of 65,000 active | AID 925; note: potency is the fitted concentration of half-maximal effect; 0% is about no effect
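HeLa cells stably expressing EGFP interrupted by mutant beta-globin intron 2 (IVS2-654), 500/well in 2% FCS. Treated with compound for 2 days at 37C. Splicing correction scored as total well GFP intensity (488 nm excitation, 500-520 nm emission); 500 nM antisense PNA served as control.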
BRCT inh green = blocks human BRCA1 BRCT binding to phosphopeptide, green readout. P38398. BRCA1 BRCT-phosphopeptide binding, green fluorescence polarization. Potency, µM (series often up to 76.9 µM), inactives show at the highest dose activity change, negative = inhibition, hits mostly inhibitors. 0.05% of 75,000 active;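 note: potency is the fitted concentration of half-maximal effect; plate controls were peptide without protein for full effect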
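Fluorescence polarization: His-tagged BRCT (~35 kDa BRCA1 C-terminus, 250 nM) bound to 100 nM fluorescein-labeled phosphorylated 10-aa BACH1 peptide, pH 7.3 phosphate buffer with DTT and Tween 20. Compounds incubated 12 min at room temperature; inhibition read as lowered polarization.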
GFP derepression = epigenetic modulators derepressing GFP locus in mouse cells. mouse C127i GFP locus derepression, cytometry, 30 h. 0.09% of 68,000 active. Potency, µM (top dose mostly 46.1 µM), for inactives: at the highest dose GFP derepression (activation). AID 597; note: % of control where 0% means no effect
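Derepression screen: silenced CMV-GFP reporter in murine C127i cells, 30 h compound incubation at 37 C, washed cells imaged by laser-scanning cytometer to enumerate GFP-expressing objects of 20 to 120 um.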
USP2a inhib = blocks human ubiquitin-specific protease USP2a. USP2a enzymatic assay, qHTS inhibition. 0.1% of 60,000 active. O75604. Potency, µM (top dose mostly 38.3 µM), for the others: top-dose activity change, negative = inhibition, actives largely listed as inhibitors;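 note: potency is the fitted concentration of half-maximal effect; nearly all actives have a fitted effect of over 60% in size; plate controls were DMSO for no effect and NEM full inhibition control for full effect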
Target sequence (O75604 whole entry, looked up): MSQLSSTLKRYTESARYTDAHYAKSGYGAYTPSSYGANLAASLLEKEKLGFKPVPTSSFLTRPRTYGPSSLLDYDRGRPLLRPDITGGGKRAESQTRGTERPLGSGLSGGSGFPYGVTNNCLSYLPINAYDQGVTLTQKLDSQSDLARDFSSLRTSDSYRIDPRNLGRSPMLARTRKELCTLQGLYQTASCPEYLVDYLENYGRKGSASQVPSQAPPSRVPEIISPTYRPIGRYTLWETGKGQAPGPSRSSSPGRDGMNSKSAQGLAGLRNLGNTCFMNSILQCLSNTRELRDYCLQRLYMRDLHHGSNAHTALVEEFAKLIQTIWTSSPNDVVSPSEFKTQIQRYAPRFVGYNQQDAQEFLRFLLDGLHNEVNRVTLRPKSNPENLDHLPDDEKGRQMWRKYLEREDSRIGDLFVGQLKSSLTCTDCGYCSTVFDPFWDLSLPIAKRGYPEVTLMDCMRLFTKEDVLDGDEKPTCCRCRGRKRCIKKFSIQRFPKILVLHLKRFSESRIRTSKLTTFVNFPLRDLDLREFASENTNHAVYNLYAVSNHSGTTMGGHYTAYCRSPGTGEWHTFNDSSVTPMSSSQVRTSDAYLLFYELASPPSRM
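Coupled readout: USP2-cleaved Ub-PLA2 (20nM final) turns over NBD C6-HPC (20uM final), Ex 460nm/Em 535nm after 2.5 h, time-zero read flagging artifacts. Enzyme (20nM final, pH 8.0 Tris) given 30 min RT with compound first; NEM defines full inhibition.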
HADH2 inhib = inhibitors of human HADH2 dehydrogenase; recombinant HADH2, NADH fluorescence, beta-hydroxybutyryl-CoA; Potency, µM (top dose mostly 57.1 µM), without a hit: top-dose activity change, negative = inhibition, actives largely listed as inhibitors; 3.4% of 73,000 active; AID 886; note: potency is the fitted concentration of half-maximal effect; % is set by controls: 0 for no effect and ±100 for the full control effect; nearly all actives have a fitted effect of over 60% in size; many of its hits are not listed in these tables
Target sequence (Q99714 whole entry, looked up, one chain of several): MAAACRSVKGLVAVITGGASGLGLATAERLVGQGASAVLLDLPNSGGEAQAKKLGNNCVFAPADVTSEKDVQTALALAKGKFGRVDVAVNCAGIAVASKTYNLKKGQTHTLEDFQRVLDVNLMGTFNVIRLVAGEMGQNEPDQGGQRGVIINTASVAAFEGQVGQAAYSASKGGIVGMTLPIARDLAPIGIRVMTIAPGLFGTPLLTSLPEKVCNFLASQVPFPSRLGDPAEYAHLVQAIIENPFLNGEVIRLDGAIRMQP
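E. coli-expressed His-tagged HADH2 tested at 20 nM in alkaline Tris buffer (pH 9.0); oxidation of 90 uM beta-hydroxybutyryl-CoA with 1 mM NAD+ tracked fluorimetrically for 4 min.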
Numbers without * were called inactive; ? = inconclusive; / = not tested or not shown; [ ] = dose if it differs, or a comment. Unless noted, calls come from the whole dose curve; as a rule, active = well fitted curve in the direction sought with a large enough effect; inconclusive = small, poorly fitted or top-dose-only effect, or another doubt; inactive = no such curve, though single readings can be large; an effect the other way counts as inactive or inconclusive.

No.	mol	DNA Pol III inh	Ub-GFP proteasome	Hsp90 Hop PPI	CRE Fsk mod	ALOX15 inhib	BRCT PPI red
1	CCOC(=O)c1sc2nc(CSc3nc4ccccc4n3CC)[nH]c(=O)c2c1C	-2%	-7%	-3%	-6%	-4%	-1.6%
2	CCN(CC)S(=O)(=O)c1ccc(C(=O)NC2=C(C(=O)OC)SCC2)cc1	2%	-7%	-22%	28%	-20%	-0.4%
3	COc1ccc(S(=O)(=O)n2nc(OC(=O)c3ccc(C)cc3)cc2N)cc1	-4%	4%	-4%	-12%	-19%	-0.2%
4	O=c1c2ccccc2nc(SCc2cc(F)cc3c2OCOC3)n1Cc1ccco1	-2%	2%	-4%	3%	-4%	-1.1%
5	N#CC1=C(N)N(c2ccccc2Sc2ccccc2)C(=O)C1	6%	1%	-6%	-16%	-14%	-2.4%
6	Cc1cc(C)nc(SCCn2c(N3CCC(C)CC3)nc3c2c(=O)n(C)c(=O)n3C)n1	-6%	-6%	-1%	4%	5%	1.0%
7	COc1ccc(-n2nnnc2SCC(N)=O)cc1	-1%	3%	0%	-4%	15%	1.1%
8	Cc1cc(C)nc(SCCc2cccc[n+]2C)n1	-12%[11.4 µM]	6%[9.17 µM]	1%[11 µM]	10%[7.6 µM]	-14%[11.4 µM]	-0.4%[15.4 µM]
9	Clc1ccccc1OCCCCN1CCCC1	0%	9%	-3%	-5%	-4%	0.3%
10	C[C@@H](C(=O)NCc1ccccc1)[C@H]1C[C@]1(C)[C@H](NC(=O)OCc1ccccc1)c1ccccc1	1%	/	3%	?	/	0.4%

No.	HBB splicing	BRCT inh green	GFP derepression	USP2a inhib	HADH2 inhib
1	-0.1%[57.5 µM]	5.4%	9%	12%	5%
2	-1.6%	-3.8%	-1%	-6%	2%
3	/	-3.3%	-2%	25%	-8%
4	0.4%	-2.5%	2%	17%	14%
5	-0.4%[57.5 µM]	0.2%	0%	13%	6%
6	/	-3.3%	0%	-8%	6%
7	0.7%	-4.2%	-3%	-5%	3%
8	-1.6%[9.22 µM]	0.4%[15.4 µM]	2%[9.22 µM]	/	?
9	1.7%	-0.4%	-2%	-1%	9%
10	0.1%	-1.8%	/	/	-8%

Next part; the last 2 above are carried over.
No.	mol	DNA Pol III inh	Ub-GFP proteasome	Hsp90 Hop PPI	CRE Fsk mod	ALOX15 inhib	BRCT PPI red
9	Clc1ccccc1OCCCCN1CCCC1	0%	9%	-3%	-5%	-4%	0.3%
10	C[C@@H](C(=O)NCc1ccccc1)[C@H]1C[C@]1(C)[C@H](NC(=O)OCc1ccccc1)c1ccccc1	1%	/	3%	?	/	0.4%
11	COc1ccc(OC)c(C(c2nnnn2CCc2ccccc2)N2CCC(C(N)=O)CC2)c1 (configuration not stated)	-3%	2%	-7%	-10%	1%	-0.7%
12	O=C(NC1CCCCC1)C1CCN(C(=O)NCc2ccccc2)CC1	-9%	-7%	0%	-1%	10%	0.7%
13	O=C(Cn1c(-c2ccccc2)noc1=O)Nc1ccc(N2CCCCCC2)cc1	-1%	1%	?	0%	?	-1.8%
14	O=C(Cn1[nH]c(=O)c2ccccc2c1=O)OCC(=O)N1CCc2ccccc2C1	-6%	-3%	2%	-5%	6%	1.1%
15	CSc1ncccc1C(=O)OCc1ccccc1	-1%	-3%	14%	7%	8%	0.1%
16	C=CCn1c(CC(=O)Nc2cccc(OC)c2)nnc1SCC(=O)NC1CCCCC1	-5%	6%	-2%	-3%	9%	0.7%
17	COCCCNC(=O)COc1cc(C)c(Cl)c(C)c1	-5%	17%	2%	15%	-1%	-0.2%
18	CCN(CC)CCNC(=O)c1ccc2c(=O)n(CCc3ccccc3)c(=O)[nH]c2c1	-2%	-3%	-4%	-7%	-8%	0.6%
19	COc1c(S(=O)(=O)N2CCCC2)ccc(Cl)c1Cl	-4%	6%	-6%	2%	4%	-0.5%
20	COc1cc(C2=NOC(C(=O)Nc3ccc(C)cc3)C2)cc(OC)c1OC (configuration not stated)	2%	1%	3%	?	11%	-2.0%

No.	HBB splicing	BRCT inh green	GFP derepression	USP2a inhib	HADH2 inhib
9	1.7%	-0.4%	-2%	-1%	9%
10	0.1%	-1.8%	/	/	-8%
11	-0.5%	-1.8%	1%	14%	1%
12	/	-0.4%	-1%	11%	3%
13	-2.0%	-0.2%	-2%	38%[activator]	-11%
14	0.0%[57.5 µM]	-0.5%	4%	14%	-2%
15	0.0%[57.5 µM]	-1.7%	2%	-7%	5%
16	-0.3%	-1.3%	0%	13%	11%
17	-0.5%[9.22 µM]	0.6%	-2%	4%	3%
18	0.5%	-0.7%	4%	12%	62%[activator]
19	0.1%	-2.5%	0%	0%	10%
20	4.4%	-2.5%	0%	4%	8%

Additional compounds follow.
No.	mol	DNA Pol III inh	Ub-GFP proteasome	Hsp90 Hop PPI	CRE Fsk mod	ALOX15 inhib	BRCT PPI red
21	O=C(NC1CCCC1)C(c1ccccn1)N(C(=O)c1csnn1)C1CC1 (configuration not stated)	-5%	-6%	-2%	2%	-1%	0.2%
22	Cn1c(SCC(=O)N2CCOCC2)nnc1-c1cccc(NC(=O)c2ccccc2)c1	-2%	1%	-4%	25%	-4%	-0.2%
23	NC(=O)c1ccc2c(c1)OCCO2	-1%	-5%	-4%	0%	-1%	-0.5%
24	Cc1ccc2nsnc2c1S(=O)(=O)Nc1cccc2nsnc12	-1%	1%	-9%	-5%	-26%	-1.0%
25	O=C(Cn1nc(-c2ccccc2)ccc1=O)N1CCOCC1	-3%	9%	-4%	-2%	7%	0.1%
26	Cc1nc(C)c(C(=O)C2=C(O)C(=O)N(CCCN(C)C)C2c2ccco2)s1 (configuration not stated)	-1%	2%	-2%	12%	-3%	-1.4%
27	Clc1cnccn1	-5%[25.6 µM]	2%[20.5 µM]	-4%[26 µM]	-2%[17.1 µM]	8%[25.6 µM]	-1.0%[34.4 µM]
28	c1ccc(-c2nnc3sc(-c4ccncc4)nn23)cc1	-3%	-3%	-5%	?	-7%	-0.3%
29	CCN(CC)CCCN1C(=O)C(O)=C(C(C)=O)C1c1ccc(OC)cc1OC (configuration not stated)	-4%	11%	-1%[2.3 µM]	-3%	12%	-1.2%
30	CCOC(=O)CSC1=Nc2ccccc2C2=NC(CC(=O)NCc3ccc4c(c3)OCO4)C(=O)N12 (configuration not stated)	-3%	0%	-2%	8%	-3%	-1.1%
31	CCOC(=O)c1ccc(Nc2cc(C)nc3ncnn23)cc1	-4%	/	-6%	?	2%	-1.8%

No.	HBB splicing	BRCT inh green	GFP derepression	USP2a inhib	HADH2 inhib
21	0.6%	-2.4%	-4%	-9%	-2%
22	-0.1%	-1.1%	10%	1%	14%
23	-0.3%[57.5 µM]	-0.9%	0%	-4%	12%
24	/	-2.4%	1%	26%	-27%
25	-0.1%	-3.2%	-2%	/	0%
26	-1.7%[57.5 µM]	1.5%	0%	-11%	-12%
27	2.4%[20.6 µM]	-0.3%[34.4 µM]	-2%[20.6 µM]	-7%[17.1 µM]	-4%[25.6 µM]
28	-2.0%	-1.6%	-3%	6%	?
29	0.9%	-1.5%	/	/	2%
30	-0.6%	0.3%	-1%	25%	-16%
31	4.1%[0.369 µM]	0.2%	-2%	-2%	7%

This is a subset, so the mix of outcomes need not match the whole.
